# Bioassay records as filed in PubChem BioAssay.
# MEX-5 binding – C. elegans MEX-5 TCR-2 RNA binding activity; Q9XUB2; MEX-5/FITC-TCR2 RNA binding, fluorescence polarization; hits give low values; activity score (negative = inhibition of binding), % at 10 µM; 0.38% of 300,000 active; AID 1832;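 active = inhibition past about -25% in most replicates, and total fluorescence under double the plate's negative control median, limit read from the data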;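 note: 0% = DMSO and -100% = 5 µM competing unlabeled TCR2 RNA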
# MCL1-BIM inh – disrupts human MCL1 binding to BIM-BH3 peptide; Q07820; GST-MCL1 / FITC-Bim-BH3 fluorescence polarization; inhibition, % at 10.9 µM; 0.68% of 320,000 active; AID 2057;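 active = inhibition above the mean inhibition of all tested compounds plus 3 SD, set per campaign, cut at about 40% in these data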;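 note: 0% = DMSO wells and 100% = unlabeled Bim-BH3 peptide control; higher means more loss of mP so more displacement of Bim peptide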
# Target sequence (Q07820 whole entry, looked up): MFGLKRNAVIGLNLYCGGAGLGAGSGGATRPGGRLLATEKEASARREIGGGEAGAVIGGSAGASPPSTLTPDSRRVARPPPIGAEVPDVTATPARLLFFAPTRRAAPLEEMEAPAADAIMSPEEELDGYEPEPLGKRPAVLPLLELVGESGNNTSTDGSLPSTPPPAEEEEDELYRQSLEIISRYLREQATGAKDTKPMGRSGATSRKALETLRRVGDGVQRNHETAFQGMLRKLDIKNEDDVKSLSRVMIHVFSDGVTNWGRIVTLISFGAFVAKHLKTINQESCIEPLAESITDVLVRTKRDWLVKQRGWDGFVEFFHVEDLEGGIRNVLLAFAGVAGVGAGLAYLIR
# GLD-1 RNA inh – GLD-1-TGE RNA interaction inhibition (C. elegans). Q17339. purified GLD-1 + fluorescein TGE RNA, fluorescence polarization. inhibition, % at 5.96 µM. 0.44% of 320,000 active;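 active = percent inhibition above a per-plate cutoff, the plate mean of test compounds plus 3 SD, cut at about 30% in these data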;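 note: 0% = DMSO wells with GLD-1 and probe and 100% = wells lacking GLD-1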
# BCLXL inh – inhibitors of human Bcl-xL | GST-Bcl-xL / FITC-Bim BH3 peptide fluorescence polarization | inhibition, % at 10.9 µM | AID 2129 | Q07817 | 0.7% of 320,000 active;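 active = inhibition above the mean of all tested compounds plus 3 SD, cutoff set per campaign, cut at about 30% in these data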;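 note: 0% = DMSO wells and 100% = unlabeled Bim-BH3 peptide competitor; inhibitors lower millipolarization by displacing the labeled peptide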
# Target sequence (Q07817 whole entry, looked up): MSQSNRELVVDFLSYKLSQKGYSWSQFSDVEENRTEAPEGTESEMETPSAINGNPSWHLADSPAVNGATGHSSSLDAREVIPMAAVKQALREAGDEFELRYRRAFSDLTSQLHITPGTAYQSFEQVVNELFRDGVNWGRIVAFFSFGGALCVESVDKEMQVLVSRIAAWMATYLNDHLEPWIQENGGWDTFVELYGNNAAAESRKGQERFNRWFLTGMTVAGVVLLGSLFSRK
# VLA-4 inh – inhibition in a human VLA-4 binding assay; P13612; VLA-4 expressing cells, ligand binding flow cytometry; inhibition, % (about 7 µM as worked out from the volumes in the protocol); 0.2% of 330,000 active; AID 2557; in the data active = inhibition above about 50%
# Efflux pump inh – blocks antifungal efflux pumps in multiplex yeast assay; 0.44% of 330,000 active; AID 485275; S. cerevisiae Candida pump triplex, Nile Red efflux; inhibition, % at 10 µM;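 active = plate passing quality check with inhibition over a set limit, or well fluorescence over plate mean plus 4 SD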;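 note: Nile Red retained in pooled yeast measured as flow cytometry median fluorescence; 0% = buffer negative control and 100% = Enniatin B positive control; higher means more Nile Red kept so more efflux inhibition; some compounds called inactive have numbers as strong as hits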
# PME-1 primary – blocks human protein phosphatase methylesterase 1; 0.53% of 320,000 active; inhibition, % at 5.9 µM; AID 2130; recombinant PME-1, FP-Rh probe fluorescence polarization;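 active = inhibition above the campaign mean of all compounds plus 3 SD, cut at about 26% in these data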;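 note: competitive labeling of PME-1 active site by serine hydrolase directed probe; 0% = PME-1 with DMSO and 100% = wells lacking PME-1 enzyme; inhibitors block probe labeling so polarization falls and inhibition rises; many of its hits are not listed in these tables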
# Target sequence (Q9Y570 whole entry, looked up): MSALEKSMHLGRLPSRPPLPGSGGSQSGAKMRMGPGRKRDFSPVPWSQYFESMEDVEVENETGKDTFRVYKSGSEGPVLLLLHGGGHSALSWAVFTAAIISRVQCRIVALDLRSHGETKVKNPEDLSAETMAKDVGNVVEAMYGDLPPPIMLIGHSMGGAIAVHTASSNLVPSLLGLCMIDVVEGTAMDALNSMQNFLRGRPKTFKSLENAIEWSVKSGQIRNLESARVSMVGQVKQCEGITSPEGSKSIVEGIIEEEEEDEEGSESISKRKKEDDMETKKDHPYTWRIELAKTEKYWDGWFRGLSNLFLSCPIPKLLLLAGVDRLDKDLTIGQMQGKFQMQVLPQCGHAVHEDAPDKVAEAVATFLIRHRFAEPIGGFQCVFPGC
# Fam108B counter – blocks mouse Fam108B hydrolase in RBBP9 counter-screen | 0.33% of 300,000 active | recombinant Fam108B, FP-Rh probe fluorescence polarization | inhibition, % at 9.51 µM;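 active = inhibition above the screen mean inhibition plus 3 SD, computed separately per campaign, cut at about 18% in these data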;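 note: inhibitors lower polarization as less probe binds the enzyme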
# GRK2 aptamer HTS – human GRK2 inhibition via aptamer displacement; P25098; bead flow cytometry, FAM-aptamer displacement from GRK2; inhibition of aptamer binding, % at 10 µM; 0.59% of 330,000 active; AID 488847;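 active = inhibition of aptamer binding above 40%, roughly 3 SD of noise, on plates passing a quality check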;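 note: median bead fluorescence of bound FAM aptamer so fluorescent compounds give negative values; no value below 0 was filed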
# Starred values were filed as active, the others as inactive; nt = no result given.
SMILES,MEX-5 binding,MCL1-BIM inh,GLD-1 RNA inh,BCLXL inh,VLA-4 inh,Efflux pump inh,PME-1 primary,Fam108B counter,GRK2 aptamer HTS
CCN(CC(=O)NCc1cccs1)C(=O)c1ccccc1F,-1.8,2,7,4,11,0.0,3,-4,0
O=C(OC(C(=O)c1c[nH]c2ccccc12)c1ccccc1)c1cnccn1 (stereo not drawn),-1.8,8,-4,5,-13,-0.1,-5,-4,3
CCC1CCCCN1C(=S)NC(=O)c1ccc([N+](=O)[O-])cc1 (stereo not drawn),0.7,15,6,15,-2,0.0,-8,0,0
CC(C)C[C@@H](C(=O)NCC1CCCO1)N1C(=O)N2CCc3c([nH]c4ccccc34)[C@@]2(C)C1=O (stereo partly drawn),-2.4,-12,-1,-4,13,0.5,5,-3,11
Cc1cc(Br)ccc1NC(=O)C1CSC2(C)CCC(=O)N12 (stereo not drawn),-0.5,2,2,3,7,0.1,1,-4,2
NC(=O)C1CCN(CC(=O)Nc2ccccc2N2CCOCC2)CC1,3.1,-3,-4,0,3,0.0,6,0,2
COc1ccc(C(C(=O)NC2CCCC2)N(CCO)C(=O)Cn2nnc(-c3ccc(C)o3)n2)cc1 (stereo not drawn),0.3,-8,-6,-1,1,0.3,-1,-1,1
CC1(C)NC(=O)N(CC(=O)Nc2ccc(-n3cnnn3)cc2)C1=O,nt,nt,1,nt,-6,0.6,nt,nt,28
O=C(Cn1c(-c2cncs2)nc2ccccc21)NC1CCCC1,-0.1,-7,-4,3,10,0.2,-4,4,2
CC#CC(=O)N1CCC(n2nccc2NC(=O)c2ccc3c(c2)OCO3)CC1,1.4,4,0,7,11,-0.1,4,5,9
Cc1c(Cl)cccc1NC(=O)CCCN1C(=O)CCC1=O,1.4,4,-1,3,4,0.1,1,1,0
CC(=O)Nc1ccc(S(=O)(=O)N2CCN(C(=O)c3ncoc3-c3cccc(C)c3)CC2)cc1,0.8,13,6,6,-2,0.2,2,2,1
Cc1ccc(Cl)cc1NC(=O)NCc1cccnc1,-2.8,nt,nt,nt,10,0.0,nt,nt,0
COc1ccc(/C=N\NC(=O)c2ccccc2OC)cc1COc1ccccc1C,2.4,-11,6,2,15,-0.1,3,-1,0
CCOCC(=O)Nc1cc(Cl)c(OC)cc1OC,-0.9,-3,10,3,19,-0.1,0,1,0
CC(C)[C@H](NC(=O)c1ccco1)C(=O)N(C)Cc1c(F)cccc1Cl,-2.1,-6,-4,1,46,0.1,4,-2,2
C#CC(=O)N(c1ccc(OC)c(OC)c1)C(C(=O)NC1CCCC1)c1cccs1 (stereo not drawn),-0.2,6,-2,6,42,0.3,4,-4,1
CC(=O)N1CCN(CCS(=O)(=O)c2ccc(Br)cc2)CC1,nt,0,3,0,6,0.0,-2,nt,0
CCOC(=O)C1CCN(S(=O)(=O)c2c[nH]c(=O)[nH]c2=O)CC1,-2.1,2,5,7,15,0.0,4,0,1
Cc1cc(C)c(-c2cc(C(=O)Nc3c(C)n(C)n(-c4ccccc4)c3=O)[nH]n2)c(O)c1,-1.7,20,5,4,-1,0.1,5,-3,0
Cn1cnc([N+](=O)[O-])c1SCCO,1.6,0,-6,4,4,0.3,-2,0,0
Cc1cc(NC(=O)c2ccc(Cl)c(S(=O)(=O)N3CCOCC3)c2)no1,-4.3,-6,0,-4,10,0.0,5,6,0
CCOc1ncccc1C(=O)Nc1ccc(Cl)c(S(=O)(=O)N2CCCC2)c1,-2.4,9,5,4,-7,-0.1,-7,-5,0
O=C(c1ccc(S(=O)(=O)Nc2ccccc2Cl)cc1)N1CCCC1,nt,nt,5,nt,19,-0.5,nt,nt,0
CC(NC(=O)c1ccco1)C1COc2ccccc2O1 (stereo not drawn),2.8,4,0,5,5,0.1,-6,-1,12
SMILES,MEX-5 binding,MCL1-BIM inh,GLD-1 RNA inh,BCLXL inh,VLA-4 inh,Efflux pump inh,PME-1 primary,Fam108B counter,GRK2 aptamer HTS
Cn1c(=O)c2c(nc(CN3CCN(C(=O)c4ccco4)CC3)n2CC(=O)C(C)(C)C)n(C)c1=O,-0.3,2,6,2,-1,-0.1,-1,0,2
CCn1cc(C2N3CC4(C)CN2CC(C)(C3)C4=O)c2ccccc21 (stereo not drawn),-4.2,7,19,2,-3,-0.1,2,4,0
COc1ccc(/C=C/C(=O)NC(CCSC)C(=O)O)cc1 (stereo not drawn),0.0,3,0,-2,-5,0.0,1,0,1
Cc1ccccc1NC(=O)CCN1CCCC1,1.3,-3,-1,1,6,0.1,3,-1,0
O=C(CCC(=O)Nc1ccc(Br)cc1)N/N=C/c1ccc(O)cc1,0.8,2,-2,4,3,-0.1,11,-2,0
NC(=O)c1ccc(NC(=O)c2ccc(COc3ccc(F)cc3)o2)cc1,nt,1,-2,4,8,-0.1,-4,nt,0
COc1ccccc1NC(=S)N(Cc1ccc(C)cc1)Cc1ccccn1,-0.4,6,1,2,4,0.0,1,-1,5
Cc1ccccc1C(=O)NC(=S)NC1CCS(=O)(=O)C1 (stereo not drawn),-1.3,9,0,7,20,-4.0,4,4,1
CCC(C)/C(C)=N/NC(=O)c1ccc(COc2ccc(Cl)c(C)c2)cc1 (stereo not drawn),nt,0,5,-4,13,0.1,2,-1,0
CC1CCCC(C)N1C(=O)COC(=O)c1n[nH]c(=O)c2ccccc12 (stereo not drawn),nt,1,7,1,19,0.1,0,nt,0
CCCc1nnc(NC(=O)CCC(=O)NC2CCCC2)s1,1.2,4,-7,8,1,0.0,-5,0,0
Cc1c(CCOC(=O)c2ccc([N+](=O)[O-])cc2)sc[n+]1CC(=O)c1ccccc1,-1.2,8,10,9,6,-0.2,-2,2,0
Cc1ccc(S(=O)(=O)NCC(=O)OCC(=O)N(CCC#N)c2ccccc2)cc1,nt,nt,4,nt,1,0.0,nt,nt,6
COc1ccc(-c2cc(C(=O)Nc3cc(S(=O)(=O)N4CCOCC4)ccc3N3CCOCC3)c3ccccc3n2)cc1,-0.4,3,0,6,-2,0.8*,-5,-11,1
Cc1cc(NC(=O)c2ccc(F)cc2)no1,-0.4,7,-1,4,32,-0.1,0,-3,1
COP(=O)(OC)c1nc(-c2ccc(C)cc2)oc1N1CCCCC1,-0.7,-6,4,1,5,0.1,2,-4,0
O=C(CSc1nnc2c(n1)[nH]c1ccc(S(=O)(=O)N3CCOCC3)cc12)Nc1ccc(F)c(F)c1,-0.2,2,2,5,0,0.1,-2,-6,1
CC(=O)Nc1cccc(OCC(=O)Nc2ccc(F)cc2)c1,-0.6,8,-3,3,-13,-0.1,-2,2,3
COCCn1c(SCC(=O)Nc2ccc(S(N)(=O)=O)cc2)nc2ccccc21,0.4,-18,-1,-13,8,-0.1,-3,0,6
COCCNc1ncnc2c1cnn2Cc1ccccc1Cl,1.4,4,-1,2,-1,-0.2,3,10,4
Cc1ccc(NC(=O)CCS(=O)(=O)c2cccc3nonc23)c(Br)c1,-0.3,7,6,5,-4,0.1,-3,-3,1
O=C(c1cc2c(s1)CCCC2)N1CCN(S(=O)(=O)c2ccccc2)CC1,-2.8,1,8,1,4,-0.1,3,-2,2
Cn1nc(-c2ccccc2)c(C(=O)Nc2ccc(Cl)cc2)c1Cl,-2.7,3,10,3,0,0.2,4,1,0
COc1ccc(NC(=O)CCNC(C)=O)cc1NS(=O)(=O)c1ccc(F)cc1,0.2,0,5,6,7,-0.1,0,1,2
CSCSC1=C(C#N)C(c2ccccc2Cl)C(C(C)=O)=C(C)N1 (stereo not drawn),-2.0,4,1,1,14,0.0,9,-5,0
SMILES,MEX-5 binding,MCL1-BIM inh,GLD-1 RNA inh,BCLXL inh,VLA-4 inh,Efflux pump inh,PME-1 primary,Fam108B counter,GRK2 aptamer HTS
O=C(COc1cccc2ccccc12)N1CCN(c2ccccc2)CC1,-1.6,-1,6,7,21,-0.3,-3,-4,1
Cc1cccc(OCC(=O)Nc2sc3c(c2C#N)CCC3)c1,0.0,10,-5,10,-4,0.0,5,1,2
Cc1nnc(NC(=O)C2CCCN(c3ncccn3)C2)s1 (stereo not drawn),nt,6,-3,3,-8,0.0,-9,2,1
O=C(O)C1C2CCC(O2)C1C(=O)NCc1ccncc1 (stereo not drawn),0.6,1,-3,10,5,0.1,-1,0,0
CC(=O)c1ccc(NC(=O)CSc2nnc(Cn3c(=O)sc4ccccc43)n2C)cc1,nt,1,4,2,7,0.1,4,4,0
CCN1CCN(c2sc(S(C)(=O)=O)nc2S(=O)(=O)c2ccc(C)cc2)CC1,-9.8,-5,0,-6,7,0.0,1,1,0
COC(=O)CCCCC1SCC(NC(=O)c2ccccc2)C1=O (stereo not drawn),-0.9,11,2,3,14,0.0,0,1,0
c1coc(CNC2C3CC4CC(C3)CC2C4)c1 (stereo not drawn),-1.5,0,0,4,5,-0.2,-6,-3,0
CCCn1cnc2cc(NCc3ccccn3)ccc21,-16,13,8,10,0,-0.2,4,-3,3
O=C(NCc1ccc2c(c1)OCO2)NC1CCCCC1,1.0,4,7,4,-10,-0.1,-3,5,8
Cc1c(Cl)cccc1NC(=O)C1Cc2ccccc2CN1C(=O)c1ccccc1 (stereo not drawn),1.5,3,-2,3,8,-0.9,-6,-2,0
CCS(=O)(=O)Nc1cccc(C2=NN(S(=O)(=O)c3ccc(C)cc3)C(c3cccs3)C2)c1 (stereo not drawn),5.2,-5,5,4,9,-0.2,-1,-5,0
CC(N=C1NS(=O)(=O)c2ccccc21)C(=O)NCCCc1ccccc1 (stereo not drawn),0.8,-5,-8,0,1,0.3,4,1,0
COc1ccccc1CC(=O)N(CCC1=CCCCC1)c1c(N)n(Cc2ccccc2)c(=O)[nH]c1=O,0.6,-4,6,-7,-6,-0.1,-5,0,3
CC(C)Nc1ccc(Cl)cc1[N+](=O)[O-],-2.1,6,0,-2,17,0.1,3,4,0
CCOc1ccc(S(=O)(=O)N2CCCCC2)cc1NC(=O)Cc1ccsc1,nt,-3,0,3,38,-0.4,25,nt,5
Cc1cccc(Nc2cc(=O)n(C)c(=O)[nH]2)c1,5.0,-1,1,3,17,0.2,4,-1,1
Clc1ccccc1CSc1nnc(-c2ccncc2)o1,2.6,0,11,2,-6,0.1,-1,4,0
COc1ccc(C(CC(=O)N2CCCC2)c2c(O)cc(OC)cc2OC)cc1 (stereo not drawn),-3.8,4,5,4,19,-0.1,-3,6,1
CCC(C)NC(=O)C1CCC(=O)N(c2cc(OC)c(OC)c(OC)c2)C1c1ccc(OC)cc1 (stereo not drawn),-0.4,4,-1,-1,-1,0.2,-5,-3,1
O=C(O)c1cccc(NC(=O)c2cn(-c3ccccc3)nc2-c2ccc(F)cc2)c1,-0.9,2,-1,7,-2,0.3,-10,-2,3
N#Cc1ccc(COn2nnc3ccccc32)cc1,1.0,-13,-6,-9,0,-0.1,-8,2,2
Cc1ccc(Nc2nc3c([nH]2)c(=O)n(C)c(=O)n3C)cc1,-0.4,4,3,-1,-1,0.1,15,2,4
CCc1ccccc1NC(=O)N1C2CCCC1CC(NC(=O)C(C)(C)C)C2 (stereo not drawn),0.6,9,0,8,0,-0.1,1,-1,10

# Pulled one by one from above, 2 records:
SMILES,MEX-5 binding,MCL1-BIM inh,GLD-1 RNA inh,BCLXL inh,VLA-4 inh,Efflux pump inh,PME-1 primary,Fam108B counter,GRK2 aptamer HTS
Cc1cccc(OCC(=O)Nc2sc3c(c2C#N)CCC3)c1,0.0,10,-5,10,-4,0.0,5,1,2
CCCn1cnc2cc(NCc3ccccn3)ccc21,-16,13,8,10,0,-0.2,4,-3,3

# These rows are one share of the data; count on the stated rates, not on these rows.
